Source: PubChem (several laboratories)
S1P1 ag-PAM – S1P1 agonists and agonism potentiators, primary screen, cell-based, primary and confirmation screens, CRE-bla reporter; activation, % at 9.5 µM; AID 449, 2006; S1P1 CRE-bla cells, forskolin, beta-lactamase FRET, potentiator mode; S1P1 agonist co-added at EC20, 2 nM; 100% = saturating reference agonist, 0% = basal; 56,000 compounds, 0.57% hits;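 active means activation above a cutoff set at the mean activation of all tested compounds plus 3 SD, cut at about 54% in these data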;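 further: forskolin at 4 µM as EC80 and the EC20 agonist is SEW2871; 100% = SEW2871 at its EC100 plus forskolin at EC80; some compounds past the cut are filed as inactive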
Target sequence (P21453 whole entry, looked up): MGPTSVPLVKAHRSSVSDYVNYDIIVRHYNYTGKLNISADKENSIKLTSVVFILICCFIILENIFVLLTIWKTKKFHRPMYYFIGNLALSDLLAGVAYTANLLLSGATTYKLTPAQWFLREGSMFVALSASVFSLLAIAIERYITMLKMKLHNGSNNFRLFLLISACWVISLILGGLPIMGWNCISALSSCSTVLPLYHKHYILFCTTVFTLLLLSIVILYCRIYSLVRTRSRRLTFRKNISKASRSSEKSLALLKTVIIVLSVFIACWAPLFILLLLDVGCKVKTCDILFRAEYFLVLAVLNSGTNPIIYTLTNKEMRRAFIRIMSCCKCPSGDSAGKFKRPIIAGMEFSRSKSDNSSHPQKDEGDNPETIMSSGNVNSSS
Autofluor 339 – intrinsic fluorescence of library compounds, ex339/em460 – biochemical, MLSMR library, data from DPM-DC assay, artefact control, profiling panel. compound autofluorescence, ex339/em460 nm, NADH buffer; stronger effect = higher value; 1 = no-compound wells, NADH background. fluorescence fold increase at 10 µM. 65,000 compounds, 5.5% hits. AID 709, 2007;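 active means at 10 µM, mean starting fluorescence two-fold or more over control wells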;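 further: signal is the first read of a kinetic run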
S1P3 agonist – human S1P3 receptor agonists, primary screen, cell-based, primary and confirmation, NFAT-BLA reporter; S1P3 NFAT-BLA reporter cells, agonism, FRET ratio; relative to 1 µM S1P, basal subtracted; activation, % at 4.5 µM; 60,000 compounds, 0.1% hits; AID 373, 2006;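 active means activation above the screen-wide mean plus 3 SD, cut at about 4.5% in these data, passing the limit was not always enough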; further: some compounds called inactive have numbers as strong as hits
Target sequence (Q99500 whole entry, looked up): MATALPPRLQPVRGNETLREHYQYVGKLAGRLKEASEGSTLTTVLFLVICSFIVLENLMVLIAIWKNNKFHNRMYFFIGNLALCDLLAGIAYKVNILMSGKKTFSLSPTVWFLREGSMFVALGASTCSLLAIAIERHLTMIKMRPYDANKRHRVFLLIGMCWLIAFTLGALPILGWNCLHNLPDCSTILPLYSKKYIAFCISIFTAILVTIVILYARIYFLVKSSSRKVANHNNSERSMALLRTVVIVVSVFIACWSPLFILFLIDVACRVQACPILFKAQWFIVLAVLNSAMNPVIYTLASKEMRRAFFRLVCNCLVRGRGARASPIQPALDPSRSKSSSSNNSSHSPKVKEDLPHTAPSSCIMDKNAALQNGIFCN
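Material: Human S1P3 NFAT-BLA reporter CHO cells | Incubation: Overnight plating, 4 h compound 37 °C, 2 h substrate RT | Signal: FRET β-lactamase substrate fluorescence, excitation 405 nm, 460/535 nm emission ratio, background-subtracted | Compound: 4.5 µM final, single dose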
5-HT1A blocker – human 5-HT1a receptor antagonists, primary screen, cell-based, CHO, Ga15 NFAT-bla reporter; 5-hydroxytryptamine receptor 1A (Homo sapiens), P08908; inhibition, % at 10 µM; CHO 5-HT1a Ga15 NFAT-bla reporter, antagonist mode; 62,000 compounds, 0.68% hits; AID 612, 2007;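 active means inhibition above the mean of all tested compounds plus 3 SD, cut at about 43% in these data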;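 further: receptor stimulated by 5-CT agonist at 100 nM near EC80; beta-lactamase reporter measured by ratiometric fluorescence of a cleavable substrate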
HTR1E agonist – 5-HT1E receptor agonists, primary screen, cell-based, HTS. 5-hydroxytryptamine receptor 1E (Homo sapiens), P28566. CHO 5-HT1E Ga15 NFAT-bla reporter, FRET; 0% DMSO wells, 100% control agonist wells. activation, % at 6 µM. 65,000 compounds, 0.69% hits;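 active means activation above a set limit, the screen-wide mean activation plus 3 SD, cut at about 8.5% in these data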;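 further: 100% = positive control agonist at 1 µM giving full maximal response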
Target sequence (P28566 whole entry, looked up): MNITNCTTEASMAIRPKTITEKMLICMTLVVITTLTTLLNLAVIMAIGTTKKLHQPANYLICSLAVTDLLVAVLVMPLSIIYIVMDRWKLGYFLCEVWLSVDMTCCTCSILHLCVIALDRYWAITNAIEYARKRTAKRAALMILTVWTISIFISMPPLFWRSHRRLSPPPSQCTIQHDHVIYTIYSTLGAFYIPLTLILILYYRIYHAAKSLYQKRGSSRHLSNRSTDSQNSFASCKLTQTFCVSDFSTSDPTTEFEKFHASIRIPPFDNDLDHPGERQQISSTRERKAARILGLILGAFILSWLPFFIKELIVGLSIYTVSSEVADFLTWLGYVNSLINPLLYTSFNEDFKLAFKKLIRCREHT
MMP13 inh – human MMP13 inhibitors, primary screen, biochemical, FRET peptide cleavage | inhibition, % at 4 µM | 65,000 compounds, 0.07% hits | MMP-13 fTHP FRET cleavage, Mca fluorescence;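 active means inhibition above the mean of compound-free control plate wells plus 3 SD, cut at about 14% in these data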;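 further: 0% = DMSO wells and 100% = wells with reference MMP-13 inhibitor after basal subtraction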
5HT1E antag – 5-HT1E receptor antagonists, primary screen, cell-based, HTS; 65,000 compounds, 0.99% hits; CHO 5-HT1E Ga15 NFAT-bla reporter, FRET, antagonist; AID 571, 2007; inhibition, % at 6 µM;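 active means inhibition above a set limit, the mean inhibition across every tested compound plus 3 SD, cut at about 29% in these data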;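 further: signal is the 460 over 535 nm emission ratio of beta-lactamase substrate; 0% = agonist plus DMSO wells and 100% = wells without agonist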
Her2 expr inh – inhibitors of Her2 protein expression, primary screen, SKBR-3 cells, AlphaScreen, 66K library | SKBR-3 HER2 protein level, 18-24 h; stronger effect = lower value | HER2 level % of control, % at 10 µM | 65,000 compounds, 0.69% hits | AID 645, 2007;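 active means HER2 level under 5% of the carrier-only control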;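 further: 100% = DMSO carrier and 0% = 500 nM PU-H71 HSP90 inhibitor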
Abs 340nm – compound light absorbance at 340 nm, profiling panel, artefact control, biochemical, MLSMR library, data from PS, PMK, MK assays. compound absorbance at 340 nm, fold over control. fold change at 10 µM. 65,000 tested, under 10 active. AID 708, 2007;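 active means at 10 µM dose, initial 340 nm absorbance at least 2 fold that of control wells; inactive means change under 2 fold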;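 further: initial absorbance extrapolated from kinetic A340 decline of NADH oxidation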
* = called active by the depositor; i = inactive; . = no result given; [ ] = another dose, or the depositor's remark.

SMILES	S1P1 ag-PAM	Autofluor 339	S1P3 agonist	5-HT1A blocker	HTR1E agonist	MMP13 inh	5HT1E antag	Her2 expr inh	Abs 340nm
Cc1cc(N2CCN(c3ccccc3)CC2)n2nnnc2n1	-11	1.1	7.9	-9	2.1	-15	0	82	1
Cc1ccc(C)c(NC(=O)CSc2nnc(CCCCCNC(=O)OC(C)(C)C)o2)c1	14	1.1	-0.9	25	-1.7	6	-4	98	1
Oc1c(I)cc(Cl)c2cccnc12	-22	1	-1.2	.	1.6	2	-15	100	0.98
S=c1[nH]ncc2ccccc12	0	1	-0.3	4	-0.6	0	-4	87	1.1
CC(=O)Nc1ccc(OC(F)(F)C(F)C(F)(F)F)c(NC(C)=O)c1 (configuration not stated)	-11	1	1.2	-2	1.7	-3	1	150	1
Cc1cc2ccccc2c(=O)n1CC(=O)NCC(=O)N1CCN(c2cccc(Cl)c2)CC1	23	1.4	-0.2	3	-1.3	-5	4	91	1
Cc1ccc2nc3c(cc(C#N)c(=O)n3CC3CCCO3)c(=O)n2c1 (configuration not stated)	-19	3.8*	2.1	-6	-0.2	-229[fluorescence artefact?]	5	106	1.1
COc1ccc(S(=O)(=O)N2CCOCC2)cc1C(C)C	-16	1.1	-0.1	-1	-0.2	0	-3	81	1.1
Cc1ccc(CN2C(=O)CCC2C(=O)NCCCN2CCCCC2C)cc1 (configuration not stated)	11	1.1	-0.1	-7	-0.2	0	-4	77	1
Cc1nc(C)c(C(=O)Nc2cccc(C)c2C)o1	-16	1	-0.1	-9	1.1	4	-5	110	1.1
COc1ccc(NC(=O)CC(Cc2ccccc2)C(=O)O)cc1 (configuration not stated)	8	1.1	0.9	11	-0.8	-2	4	90	0.98
O=C1CC(NC23CC4CC(CC(C4)C2)C3)C(=O)N1c1ccc2c(c1)OCO2 (configuration not stated)	.	1.1	-1.1	16	0.3	5	10	72	1.1
CC(=O)NCCOc1c(C)cc(S(N)(=O)=O)cc1C	-14	1.1	-0.8	5	-0.9	6	3	100	1
Cc1cccc(OCC(=O)NCc2ccncc2)c1C	-9	1.1	-0.8	-4	1.8	-9	-5	95	1.1
COc1ccc(Cn2c(CCC(=O)NCc3ccco3)nc3cccnc32)cc1	3	1.1	0.0	0	-0.3	9	3	90	1
CC1(C)CC(=O)C(C(C2=C(O)CC(C)(C)CC2=O)c2cccc(O)c2)C(=O)C1 (configuration not stated)	-19	1.1	0.2	5	0.0	1	0	109	1.1
CCN(CCNC(=O)C1CCN(c2nnc(-n3cccc3)s2)CC1)c1ccccc1	-2	0.94	0.7	-19	0.7	11	-4	90	1
O=C(c1ccccc1)N1CCN(C(=O)N2CCCCC2)CC1	-5	1	-0.5	11	1.3	7	7	109	0.99
Cc1cc2c(=O)n(NC(N)=O)c(C)nc2s1	-9	1.1	-1.0	-9	-0.8	-1	-3	73	1
O=C(C1CC1)N1CCN(c2nc3ccccc3s2)CC1	4	1.1	-0.6	-14	-0.2	-8	-7	101	1
COc1cccc(CNC(=O)C2CCN(S(=O)(=O)c3ccc(F)cc3)CC2)c1	-37	1	-0.9	-13	-0.1	6	3	150	0.97
COc1ccc(-n2nc3c(c2NC(=O)C24CC5CC(CC(C5)C2)C4)CS(=O)C3)cc1 (configuration not stated)	-2	1.1	-0.8	6	-0.3	0	-9	88	1
COC(=O)c1ccc(Cn2cnc3c(cnn3-c3ccc(C)c(C)c3)c2=O)o1	6	1.2	-0.6	-4	-1.4	-6	10	87	0.97
CC1CCN(C(=O)Cn2c(=O)n(CCc3ccccc3)c(=O)c3ccccc32)CC1	-10	1.2	-1.6	25	-0.9	4	16	79	1
CCC1Oc2ccc(C)cc2N(CC(=O)N(Cc2ccc3c(c2)OCO3)CC2CCCO2)C1=O (configuration not stated)	19	1.1	-1.3	22	0.2	4	6	70	1

(more compounds)
SMILES	S1P1 ag-PAM	Autofluor 339	S1P3 agonist	5-HT1A blocker	HTR1E agonist	MMP13 inh	5HT1E antag	Her2 expr inh	Abs 340nm
COCCN(C(=O)Nc1ccccc1)C(C)c1cccnc1 (configuration not stated)	-2	1.1	-1.3	5	0.4	-1	-2	110	1.1
Cc1cccc(OCCCCc2c(C)n[nH]c2C)c1C	112*	1.1	-2.0	12	-0.7	7	8	95	1
Cn1c(=O)cc(NCCc2ccccc2)[nH]c1=O	.	1	-0.9	0	-0.4	3	5	85	0.99
CC(C)N1C(=O)C2ON(c3ccccc3)C(c3cccs3)C2C1=O (configuration not stated)	-34	1.1	2.9	13	-0.9	-6	8	139	0.95
Clc1ccc(NCc2nncn2-c2ccccc2)cc1	3	1.1	-0.7	0	-0.4	5	-6	113	1
C=CCN1C(=O)C(C)(C)N(C(C)=O)c2ccccc21	-3	1.1	1.1	0	-0.7	0	-6	152	1.1
O=C(CN1CCN(Cc2ccccc2)CC1)c1c[nH]c2ccccc12	22	1.2	-0.7	5	-0.8	0	6	80	1.1
CCN1C(=O)N(C)C(N(O)C(=O)NC)C1(C)C (configuration not stated)	1	0.85	0.5	-17	-0.6	-1	-12	94	1
CC(C)(C)NC(=O)Cn1nnc(-c2ccc(S(C)(=O)=O)cc2)n1	-6	1.1	-0.8	-2	-1.9	-2	13	80	0.99
CN1C(=O)c2ccccc2C(C(=O)O)C1c1cccc(F)c1 (configuration not stated)	3	1	-0.1	-5	-0.1	-3	-10	92	1
Cn1nc(OCc2ccccc2)ccc1=O	-19	1.1	-0.9	0	-0.4	5	-8	92	0.96
COCCCn1c(SCC(=O)NC2CCCCC2)nnc1-c1ccncc1	-4	1.1	-0.2	-9	1.6	1	1	55	1
COc1ccccc1NC(=O)NCCCN1CCN(c2cccc(Cl)c2)CC1	2	1.1	-0.4	38	3.1	6	-22	55	1
CCOC(=O)C1=C(C)N2C(=C(C#N)[C@@H]1c1ccc(C(=O)OC)cc1)SC[C@@]2(O)C(C)(C)C	4	1.2	0.4	-7	-1.0	-2	0	111	1.1
CCOc1ccccc1OCC(=O)NCc1ccco1	-4	1	-1.1	6	-1.0	0	6	157	0.99
C=CCn1c(=N)c(C(=O)NCCCOC)cc2c(=O)n3ccccc3nc21	-26	3.7*	2.1	-18	5.6	i[fluorescence artefact?]	-3	113	1
CC(C)(C)OC(=O)N1CCC(C(=O)N2CCC[C@H]2C(=O)O)CC1	-2	1.2	-1.1	-7	-0.8	0	1	101	1.1
CCNC(=O)CC1C(=O)N(c2ccccc2)C(=O)N1CCC(C)C (configuration not stated)	10	1	-1.1	8	-1.3	-2	4	85	0.97
Cc1ccc(C2c3c(oc4ccc(C)cc4c3=O)C(=O)N2CCCN2CCOCC2)cc1 (configuration not stated)	4	1.1	-0.5	-7	1.7	4	-6	98	1.1
O=C(COc1ncnc2ccccc12)NCCC1=CCCCC1	1	1.1	-1.0	-6	0.4	4	-4	116	1
COc1ccc(/C(O)=C2\C(=O)C(=O)N(c3cc(C)on3)C2c2ccccc2OC)cc1C (configuration not stated)	7	1.1	-5.0	.	-0.3	2	10	88	1.1
COc1cccc(CNC(=O)c2cc3ccccn3n2)c1	-2	1.1	-0.6	-10	-0.1	8	7	102	1.1
Cc1cccc2cc(C#N)c(NCCNC(=O)NC3CCCCC3)nc12	-5	2.1*	2.3	-3	-0.6	-28	7	97	1
Cc1cccc(OCC(=O)Nc2cccc(O)c2)c1	4	1.1	-0.1	9	-1.0	-1	-2	83	1
COCC(=O)c1[nH]c2ccccc2c1C	-7	0.99	0.0	8	-0.9	3	7	100	1

(cont.)
SMILES	S1P1 ag-PAM	Autofluor 339	S1P3 agonist	5-HT1A blocker	HTR1E agonist	MMP13 inh	5HT1E antag	Her2 expr inh	Abs 340nm
Cc1ccc(S(=O)(=O)NC(CC(=O)O)c2ccccc2)c(C)c1 (configuration not stated)	-13	1.1	-0.1	0	-0.4	4	0	97	0.98
CC1CC(C)CN(c2oc(-c3ccco3)nc2C#N)C1 (configuration not stated)	-7	2.2*	-0.4	32	-1.5	-128[fluorescence artefact?]	-4	16	1.1
CN1CCc2c(sc3c2C(=O)NC(c2ccccn2)N3)C1 (configuration not stated)	-5	2.4*	-0.3	-18	3.5	-23	-8	92	1
NC(=O)CSc1nc2scc(-c3ccco3)c2c(=O)n1-c1ccccc1	-24	1.1	-0.8	-6	0.0	-4	-1	94	1
CCNS(=O)(=O)c1ccc(S(=O)(=O)N(Cc2ccccn2)C2CCCCC2)cc1	-13	1	-0.2	-2	-0.2	-1	1	77	0.97
COc1ccccc1OCCNC(=O)c1cccs1	-22	1	-0.6	-4	-0.4	-8	-8	90	1
CCCc1cc(N2CCCC(C(=O)NCC)C2)n2ncnc2n1 (configuration not stated)	-3	1	-0.2	-10	0.0	-4	3	102	1
COC(=O)C1CCN(C(=O)NC(C)(C)C)CC1	-28	1.1	0.9	3	0.6	-1	-9	92	0.99
Cc1ccc(C)c(Cn2nnc3c(=O)[nH]c(C(=O)NCc4ccco4)nc32)c1	-13	1.1	-0.9	-3	0.1	6	-1	65	1
O=C(c1ccco1)N1CCN(C(c2ccccc2F)c2nnnn2CC2CCCO2)CC1 (configuration not stated)	-1	0.94	-0.4	1	-0.7	4	-7	92	1
CSc1ccccc1NC(=O)CN(Cc1ccccc1)S(C)(=O)=O	-4	1	-0.7	2	-0.6	9	1	74	0.99
Cc1ccc(-n2ncc3c(=O)[nH]c(SCC(=O)N4CCCc5ccccc54)nc32)cc1	-5	1.1	-1.0	-75	0.0	-1	1	82	0.99
O=C(Nc1nnc(-c2ccc3c(c2)CCCC3)o1)C1CCCCC1	-5	0.97	0.3	-16	1.5	-3	-13	82	1.1
CCOC(=O)C1=C(CC)Nc2ccccc2N=C1NC(=O)Nc1ccccc1OC	5	1	0.3	1	-0.1	1	7	83	0.98
CCOc1ccc2nc(NC(=O)CN3CCN(c4ccccn4)CC3)sc2c1	.	1.1	.	3	0.5	6	-9	82	1
CSc1nc(N2CCCC2)c2c(c1C#N)CC(C)(C)OC2	5	1.2	-1.4	.	1.3	-3	2	90	1.1
CCCn1c(=N)c(C(=O)NCC2CCCO2)cc2c(=O)n3cccc(C)c3nc21 (configuration not stated)	-33	3.7*	0.2	-7	0.9	-429[fluorescence artefact?]	-11	114	1
CCN1CCN(Cc2nc3c(c(=O)n(C)c(=O)n3C)n2CC(=O)c2ccccc2)CC1	-1	1	-0.8	4	0.8	-9	4	109	0.99
CCOCCN(C=O)c1cccc(OC)c1	3	1.1	-0.4	-3	0.3	1	-10	103	1

In another format: results already given
SMILES | S1P1 ag-PAM | Autofluor 339 | S1P3 agonist | 5-HT1A blocker | HTR1E agonist | MMP13 inh | 5HT1E antag | Her2 expr inh | Abs 340nm
COC(=O)C1CCN(C(=O)NC(C)(C)C)CC1 | -28 | 1.1 | 0.9 | 3 | 0.6 | -1 | -9 | 92 | 0.99
Cc1ccc(C)c(Cn2nnc3c(=O)[nH]c(C(=O)NCc4ccco4)nc32)c1 | -13 | 1.1 | -0.9 | -3 | 0.1 | 6 | -1 | 65 | 1

This is a random part of the collection (roughly 8.5% active in at least one column).
